Screens (PubChem)
SNCA viab count – reduces viability of HEK-293 SNCA reporter cells | HEK-293-SNCA-luc viability, GF-AFC fluorescence, 24 h | Potency, µM (titrated, usually from 57.1 µM), for inactives: at the highest dose activity change, negative = cytotoxicity, actives largely listed as cytotoxic | actives 0.12% (n = 150,000) | AID 1671193;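 also: 0% = DMSO-treated cells and -100% = medium-only wells without cells; nearly all actives have a fitted effect of over 30% in size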
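Cytotoxicity counterscreen: after 24 h compound treatment of genome-edited SNCA-luciferase HEK-293 cells, live-cell protease substrate GF-AFC read by fluorescence after 30 min; activity scaled between DMSO (0%) and medium-only (-100%), curves Hill-fitted.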
SNCA expr inh – reduces expression of the alpha-synuclein gene. Potency, µM (titrated, usually from 57.2 µM), inactives show at the top dose activity change, negative = inhibition, usual class: inhibitors. HEK-293 SNCA-luciferase knock-in, luminescence, 24 h. AID 1671194. actives 0.17% (n = 140,000);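 also: plate controls were DMSO cells for no effect and cell-free wells for full effect; nearly all actives have a fitted effect of over 45% in size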
Active calls of the source: *; ? = inconclusive; [ ] = another dose, or the depositor's remark. Calls follow the shape of the dose curve; as a rule, active = well fitted curve in the direction sought with a large enough effect; inconclusive = small, poorly fitted or top-dose-only effect, or another doubt; inactive = no such curve, though single readings can be large; an effect the other way counts as inactive or inconclusive. Potency is read from the fitted curve at half-maximal effect. A portion of the library; count on the stated rates, not on these rows.

cpd | Compound | SNCA viab count | SNCA expr inh
1 | c1ccc(CN2CC[C@@]3(CCCNC3)C2)cc1 | -13.1% | 13.8%
2 | COC(=O)N1CCC2(CCN(CC(C)C)CC2)CC1 | -2.6% | 7.6%
3 | O=C(c1csnn1)N1CCC2(CC1)CN(Cc1ccncc1)C2 | -3.9% | ?
4 | c1ccc(CN2CCCC3(CCNCC3)C2)cc1 | -9.0% | 6.5%
5 | N#Cc1ccc(CN2CCCC3(CCN(C(=O)Oc4ccccc4)CC3)C2)cc1 | -5.6% | 18.8%
6 | CC(C)CN1CC[C@@]2(CCCN(C(=O)c3ccncc3)C2)C1 | -9.8% | 1.1%
7 | CN1CCC2(CC1)CCN(C(=O)Oc1ccccc1)CC2 | -4.1% | 14.8%
8 | CC(C)NC(=O)N1CCCC2(CCN(C(=O)Oc3ccccc3)CC2)C1 | ? | 55.9%[activator]
9 | COc1ccc(NC(=O)N2CCC3(CC2)CCN(C(=O)Oc2ccccc2)CC3)cc1 | -13.9% | 29.2%
10 | O=C(Oc1ccccc1)N1CCC2(CCN(Cc3ccccc3)CC2)CC1 | 8.2% | 25.5%
11 | O=C(Oc1ccccc1)N1CCC2(CC1)CCN(C(c1ccccc1)c1ccccc1)CC2 | 7.2% | 8.8%
12 | O=C(c1ccncc1)N1CCC2(CC1)CN(Cc1ccccc1)C2 | 0.2% | 16.0%
13 | O=C(Nc1cccc(F)c1)N1CC2(CCN(C(=O)Oc3ccccc3)CC2)C1 | 5.8% | 16.7%
14 | c1cnc(N2CC3(CCNCC3)C2)nc1 | -2.2% | -7.1%
15 | O=C(Oc1ccccc1)N1CCC2(CCCN(Cc3ccccc3)C2)CC1 | -8.6% | 3.9%
16 | O=C(c1csnn1)N1CCC[C@@]2(CCN(Cc3ccncc3)C2)C1 | -0.7% | 4.4%
17 | CS(=O)(=O)N1CCC2(CCCN(Cc3ccncc3)C2)CC1 | 0.0% | 1.6%
18 | Clc1ccccc1-c1cncnc1NCCc1cnc[nH]1 | 1.7% | -28.1%
19 | Cc1noc(C)c1C(=O)N1CCC[C@@]2(CCN(CC(C)C)C2)C1 | -6.9% | -3.4%
20 | c1csc(CN2CC3(CCNCC3)C2)n1 | -5.7% | 21.0%

Among those listed so far, 3 contain a carbonyl joined to an NH by a bond outside any ring.
cpd | Compound | SNCA viab count | SNCA expr inh
8 | CC(C)NC(=O)N1CCCC2(CCN(C(=O)Oc3ccccc3)CC2)C1 | ? | 55.9%[activator]
9 | COc1ccc(NC(=O)N2CCC3(CC2)CCN(C(=O)Oc2ccccc2)CC3)cc1 | -13.9% | 29.2%
13 | O=C(Nc1cccc(F)c1)N1CC2(CCN(C(=O)Oc3ccccc3)CC2)C1 | 5.8% | 16.7%

Given with two lines to a compound: entries from further up.
The line under a structure holds: SNCA viab count | SNCA expr inh
#14 c1cnc(N2CC3(CCNCC3)C2)nc1
 : -2.2% | -7.1%
#15 O=C(Oc1ccccc1)N1CCC2(CCCN(Cc3ccccc3)C2)CC1
 : -8.6% | 3.9%

A few values from the results shown.
Reading of `O=C(c1ccncc1)N1CCC2(CC1)CN(Cc1ccccc1)C2` in SNCA viab count: 0.2%
Reading of `CS(=O)(=O)N1CCC2(CCCN(Cc3ccncc3)C2)CC1` in SNCA viab count: 0.0%
Reading of `O=C(c1csnn1)N1CCC[C@@]2(CCN(Cc3ccncc3)C2)C1` in SNCA viab count: -0.7%

The list goes on:
cpd | Compound | SNCA viab count | SNCA expr inh
21 | CC(C)NC(=O)N1CCC2(CC1)CCN(C(=O)Oc1ccccc1)CC2 | -3.1% | ?
22 | c1cnc(N2CC[C@@]3(CCCNC3)C2)nc1 | -3.3% | -13.6%
23 | N#Cc1ccc(CN2CC[C@@]3(CCCNC3)C2)cc1 | -19.4% | 17.6%
24 | c1ccc(CN2CCC3(CCNCC3)CC2)cc1 | -11.2% | 0.8%

Looked up one by one from the list above (5):
cpd | Compound | SNCA viab count | SNCA expr inh
12 | O=C(c1ccncc1)N1CCC2(CC1)CN(Cc1ccccc1)C2 | 0.2% | 16.0%
15 | O=C(Oc1ccccc1)N1CCC2(CCCN(Cc3ccccc3)C2)CC1 | -8.6% | 3.9%
1 | c1ccc(CN2CC[C@@]3(CCCNC3)C2)cc1 | -13.1% | 13.8%
20 | c1csc(CN2CC3(CCNCC3)C2)n1 | -5.7% | 21.0%
8 | CC(C)NC(=O)N1CCCC2(CCN(C(=O)Oc3ccccc3)CC2)C1 | ? | 55.9%[activator]
